Screening data as filed in PubChem.
RSV CPE inhibition: RSV antiviral activity via CPE protection, HEp-2 cells, primary 10 µM value included (AID 2391); HEp-2 cells, RSV-induced CPE inhibition; higher % means a stronger effect; one-dose CPE inhibition, % at 10 µM; IC50 in µM for titrated hits; 310,000 tested, 0.13% active; in the data active means a potency from the dose series; further: strong numbers were not always called active
UTI89 phage lysis: inhibition of K1F phage lysis, E. coli UTI89, bacterial capsule biogenesis inhibitors, alamar blue (AID 488966) | E. coli UTI89 K1F phage lysis, alamar blue, 2 h; higher % means a stronger effect | inhibition, % at 100 µM; hits with a dose series show IC50 in µM | 340,000 tested, 0.02% active;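 active means phage lysis inhibition, versus mean bacterial control, above a set limit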;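 further: capsule biogenesis inhibitors block K1F phage lysis so surviving cells raise fluorescence; higher fluorescence means more inhibition of phage lysis; actives were called in the ten point dose series up to 300 µM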
Dengue-2 NS5 capping: Dengue-2 NS5 methyltransferase inhibitors, primary screen, biochemical, confirmation dose response (AID 588689); Genome polyprotein (Dengue virus type 2 (strain 16681-PDK53)); Dengue-2 NS5 methyltransferase capping enzyme assay, biochemical; higher % means a stronger effect; inhibition, % at 25 µM, or IC50 in µM where a hit was titrated; 340,000 tested, 0.3% active; in the data active means a potency from the dose series
* marks the source's active call; other numbers are inactive results; [ ] = another dose, or the depositor's remark. A portion of the library; the hit share may differ from the screen's.

SMILES | RSV CPE inhibition | UTI89 phage lysis | Dengue-2 NS5 capping
CCCCN(C(=O)c1ccc(COc2ccccc2)o1)c1c(N)n(CC(C)C)c(=O)[nH]c1=O | 0.2% | 0.5%[50 µM] | -9%
COc1ccc2cc(C3=CC(=O)C[C@H](c4ccc5c(c4)OCO5)C3)ccc2c1 | 2.1% | 2.1% | 7%
Cc1cccc(NC(=O)CN2CCN(C(=O)C(C)Oc3ccc(C#N)cc3)CC2)c1C (centres undefined) | 1.2% | 0.3%[50 µM] | -8%
COc1ccc(S(N)(=O)=O)cc1C(=O)OCC(=O)NC(C)(C#N)C1CC1 (centres undefined) | -0.3% | 0.2%[50 µM] | 1%
COc1ccc(NC(=O)C(C)Sc2nnc(C3CC3)n2C2CC2)cc1 (centres undefined) | -0.3% | 0.8%[50 µM] | -8%
CN(C(=O)COC(=O)C1(C)CC1(Cl)Cl)c1c(N)n(Cc2ccccc2)c(=O)[nH]c1=O (centres undefined) | -0.7% | 0.6% | -1%
CC(=O)c1ccc(S(=O)(=O)N(C)CC(=O)NCc2ccco2)cc1 | 1.4% | 0.8%[50 µM] | -13%
COc1ccc(CCNC(=O)c2ccc(OCc3c(C)noc3C)cc2)cc1OC | -0.8% | -0.2%[50 µM] | -1%
CCCC(C)CO (centres undefined) | 1.9% | -1.3% | 3%
CSCCC(NC(=O)COc1ccccc1)C(=O)N1CC(C)OC(C)C1 (centres undefined) | 0.5% | 0.4%[50 µM] | 0%
Cc1ccccc1OCC(=O)Nc1ccc(N2CCOCC2)cc1N1CCOCC1 | 0.2% | 0.8%[50 µM] | -12%
O=C(COC(=O)/C=C/c1ccco1)NC1CCCCC1 | 1.8% | 0.3%[50 µM] | -4%
COc1ccc(C(=O)OCc2ccccc2F)cc1S(=O)(=O)N1CCCC1 | 8.0% | 0.0%[50 µM] | 5%
CC(=O)c1cccc(NC(=O)C(C)OC(=O)c2cccc(S(=O)(=O)N3CCN(C)CC3)c2)c1 (centres undefined) | 2.1% | 0.6%[50 µM] | 1%
Cc1ccc2c(CC(=O)Nc3ccc(F)c(S(=O)(=O)N4CCOCC4)c3)coc2c1 | 0.3% | 0.5%[50 µM] | 6%
CCN(C(=O)COC(=O)CCCOc1ccccc1)c1c(N)n(Cc2ccccc2)c(=O)[nH]c1=O | 2.0% | 0.3%[50 µM] | -14%
O=C(c1c(F)cccc1F)N1CCN(S(=O)(=O)c2ccc3c(c2)OCCO3)CC1 | -0.6% | 2.3% | -5%
O=C(CNS(=O)(=O)c1ccc(Cl)c(C(F)(F)F)c1)NC1CCCCC1 | -0.7% | 1.0%[50 µM] | -5%
COCCNc1nnc(SCC(=O)Nc2cc(C)on2)s1 | -0.3% | 0.6%[50 µM] | 0%
COc1ccc(S(=O)(=O)N2CCC(C(=O)NC(c3nc4ccccc4[nH]3)C(C)C)CC2)cc1 (centres undefined) | 0.6% | 0.6%[50 µM] | 6%
O=C(CSc1ccccn1)Nc1cccc(S(=O)(=O)N2CCCC2)c1 | -0.6% | 0.5%[50 µM] | 4%
Cc1cc(OCC(=O)OCC(=O)N2c3ccccc3NC(=O)C2(C)C)ccc1Cl | 0.8% | -0.2%[50 µM] | -7%
COc1cc(N(Cc2ccccc2)Cc2ccccc2)c2ncn(C(C)C)c2c1 | 0.3% | 3.5% | 5%
CCOc1ccccc1NC(=O)CN1C(=O)NC(Cc2c[nH]c3ccccc23)C1=O (centres undefined) | -0.8% | 0.5%[50 µM] | -7%
O=C(COC(=O)c1ccc(Cl)c(S(=O)(=O)NCc2ccccc2)c1)NC1CC1 | -0.7% | 0.4%[50 µM] | -4%
SMILES | RSV CPE inhibition | UTI89 phage lysis | Dengue-2 NS5 capping
Cc1sc2nc(CN3CCCC3)nc(N3CCN(S(=O)(=O)c4cccc(F)c4)CC3)c2c1C | 0.7% | 0.2%[50 µM] | -3%
CN(C(=O)c1ccccc1C(=O)OCC(=O)c1ccc(F)cc1)c1ccccc1 | 0.7% | 1.8%[50 µM] | 3%
COc1ccccc1CCC(=O)OCC(=O)N1c2ccccc2NC(=O)C1(C)C | 1.0% | 0.7%[50 µM] | -1%
CC(N=C1NS(=O)(=O)c2ccccc21)C(=O)Nc1ccc(F)cc1Cl (centres undefined) | -0.4% | 0.4%[50 µM] | -3%
CC1(c2cccc(Br)c2)NC(=O)N(CC(=O)NCC2CCCO2)C1=O (centres undefined) | 0.1% | 0.8%[50 µM] | -6%
CCCN(CC(=O)Nc1ccccc1OC)C(=O)c1ccc2[nH]c3c(c2c1)CC(C)CC3 (centres undefined) | 6.5% | -0.5%[50 µM] | -7%
CC(OC(=O)c1cccc(S(=O)(=O)N2CCOCC2)c1)C(=O)NC1CCCCC1C (centres undefined) | -0.9% | 0.8%[50 µM] | -1%
CCn1nnnc1SCC(=O)N1c2ccccc2NC(=O)CC1C (centres undefined) | 1.3% | 1.5%[50 µM] | 3%
Cc1nc(SCC(=O)Nc2cc(S(=O)(=O)N3CCOCC3)ccc2Cl)nc(C)c1C | 2.5% | 0.6%[50 µM] | -1%
Cc1cc(C)n(CC(=O)NNC(=O)CC(C)c2ccccc2)n1 (centres undefined) | 0.2% | 0.2%[50 µM] | -9%
O=C1C=C(c2ccc(-c3ccccc3)c(F)c2)C[C@@H](c2ccc(F)cc2)C1 | 2.1% | 0.0% | 0%
CCOC(=O)C1CCN(C(=O)c2cccc(S(=O)(=O)N(CC)c3ccccc3)c2)CC1 | 0.6% | 0.4%[50 µM] | -4%
CCOc1ccc(OCCSc2ccc(S(=O)(=O)N3CCN(C)CC3)cn2)cc1 | 0.3% | 0.9%[50 µM] | -7%
COc1ccccc1CNC(=O)COC(=O)c1ccc(N2CCCC2=O)cc1 | 0.1% | 0.1%[50 µM] | 2%
COc1ccccc1C(=O)NCCC(=O)NCc1ccncc1 | 2.2% | 0.6%[50 µM] | -3%
Cc1ccc(S(=O)(=O)N2CCN(C(=O)CCc3c[nH]c4ccccc34)CC2)c(C)c1 | 0.1% | -0.3%[50 µM] | -9%
NC(=O)c1ccc(SCC(=O)OCC(=O)NC2CCCCCCC2)c([N+](=O)[O-])c1 | 0.9% | 0.0%[50 µM] | 1%
CC(=O)Nc1ccc(S(=O)(=O)NCCC(=O)NNC(=O)c2ccccc2O)cc1 | -0.9% | 0.8%[50 µM] | 6%
Cc1ccc2cccc(OCC(=O)Nc3cccc(S(=O)(=O)N4CCCC4)c3)c2n1 | 2.3% | -0.1%[50 µM] | -6%
CC(C)Cn1c(N)c(C(=O)CSc2nncs2)c(=O)n(C)c1=O | 0.6% | 0.3%[50 µM] | -7%
Cc1cccc(NC(=O)c2nc[nH]c2C(=O)N[C@@H](C)c2ccccc2)c1 | -1.8% | 3.2% | -1%
Cc1cccc(NC(=O)CN2CCN(C(=O)c3ccc(OCc4cn5ccccc5n4)cc3)CC2)c1C | 1.3% | 1.2%[50 µM] | -4%
COc1ccc([C@H]2CC(=O)C=C(c3ccc(Cl)c(F)c3)C2)cc1 | 0.7% | 1.9% | 2%
COc1ccc(S(=O)(=O)N2CCOCC2)cc1NC(=O)COC(=O)C1CCC1 | 0.7% | 0.1%[50 µM] | -6%
O=C(Nc1ccccc1N1CCCC1)C1=COCCO1 | 0.9% | 0.5%[50 µM] | -4%
SMILES | RSV CPE inhibition | UTI89 phage lysis | Dengue-2 NS5 capping
COc1cccc(-c2ncc3ccccc3c2COC(=O)c2cccs2)c1 | 2.5% | 0.5% | -8%
Cc1cc(C)c(C)c(S(=O)(=O)NC(C(=O)NCCc2ccco2)C(C)C)c1C (centres undefined) | 0.2% | 0.1%[50 µM] | -5%
O=C1C=C(c2ccc(-c3ccccc3)cc2)C[C@@H](c2ccc(Cl)cc2)C1 | 0.9% | 2.8% | -11%
CCOc1ccc(C(=O)NNC(=O)c2cc(S(=O)(=O)N3CCOCC3)ccc2Cl)cc1 | 1.5% | 0.5%[50 µM] | -2%
O=C(O)c1ccc(CNC(=O)c2ccc(S(=O)(=O)N3CCCCC3)cc2)cc1 | 1.5% | 0.2%[50 µM] | -2%
CC(=O)C(Cc1ccccc1)NC(=O)CN1c2cccc3cccc(c23)S1(=O)=O (centres undefined) | 1.5% | 0.4%[50 µM] | -2%
COc1ccc(C(=O)OCC(=O)NC(=O)NCc2ccccc2)cc1[N+](=O)[O-] | 0.6% | 0.1%[50 µM] | 1%
O=S(=O)(Nc1nc2ccccc2nc1N1CCN(CCO)CC1)c1cc(F)ccc1F | 0.5% | -0.1%[50 µM] | -4%
CC(C)n1nc(C(=O)NC2CCCCCC2)c2ccccc2c1=O | -1.2% | -0.4%[50 µM] | -8%
CCNC(=O)c1ccc(NC(=O)CC2SC(N3CCCCC3)=NC2=O)cc1 (centres undefined) | 0.2% | 1.0%[50 µM] | -7%
O=C(Cn1nc(C(=O)O)c2ccccc2c1=O)Nc1cccc(S(=O)(=O)N2CCOCC2)c1 | 0.6% | 2.8% | -3%
CN(c1ccccc1)S(=O)(=O)c1ccc(C(=O)NCc2ccccc2F)cc1 | 1.3% | 0.0%[50 µM] | -7%
C[C@@H](OC(=O)N(C)Cc1ccccc1)[C@H]1O[C@]2(C)CCCC[C@H]1O2 | 1.4% | 0.8% | -1%
C=CCSc1nnc(NC(=O)C2CC(=O)N(Cc3ccc(C)cc3)C2)s1 (centres undefined) | 1.2% | 0.2%[50 µM] | 0%
Cc1ccc(NC(=O)COC(=O)c2ccc(-n3cccn3)cc2)cc1C | 0.5% | 0.6%[50 µM] | -3%
Cc1ccc(COn2nnc3ccc(S(=O)(=O)N4CCOCC4)cc32)cc1 | 2.1% | 0.2%[50 µM] | -4%
O=C(COC(=O)C1COc2ccccc2O1)Nc1ccc(Cl)cc1 (centres undefined) | -0.1% | 1.3%[50 µM] | 1%
O=C(Cn1ccnc1)c1ccc(O)c(O)c1 | -0.2% | 1.4% | -9%
CCOC(=O)c1c(C)[nH]c(C(=O)OC(C)C(=O)NC2CCCCC2C)c1C (centres undefined) | 1.2% | 0.8%[50 µM] | -1%
C=CCn1c2ccccc2c(=O)c2cc(C#CC[C@@H](C)O)ccc21 | 5.5% | -0.7% | -8%
O=C(NCC(c1ccco1)N1CCCC1)c1ccc(S(=O)(=O)Nc2ccccc2Cl)cc1 (centres undefined) | 0.6% | 0.9%[50 µM] | -5%
CCCCn1c(N)c(N(CC(C)C)C(=O)c2c(-c3ccccc3)noc2C)c(=O)[nH]c1=O | 0.5% | 0.3%[50 µM] | -12%
COc1ccc(N2CCN(C(=O)COC(=O)c3ccc(-n4nc(C)cc4C)cc3)CC2)cc1 | 0.6% | 1.3%[50 µM] | -12%
O=C(CCNS(=O)(=O)c1cccc(Cl)c1)OCC(=O)N1CCN(C(=O)c2ccco2)CC1 | -0.5% | 1.0%[50 µM] | -14%
Cc1cc(NC(=O)CSCC(=O)Nc2cc(C(F)(F)F)ccc2N2CCOCC2)no1 | 0.4% | 0.1%[50 µM] | 1%

Ten compounds from above, sorted by formula weight, rising.
SMILES | RSV CPE inhibition | UTI89 phage lysis | Dengue-2 NS5 capping
C=CCn1c2ccccc2c(=O)c2cc(C#CC[C@@H](C)O)ccc21 | 5.5% | -0.7% | -8%
C[C@@H](OC(=O)N(C)Cc1ccccc1)[C@H]1O[C@]2(C)CCCC[C@H]1O2 | 1.4% | 0.8% | -1%
O=C(COC(=O)C1COc2ccccc2O1)Nc1ccc(Cl)cc1 (centres undefined) | -0.1% | 1.3%[50 µM] | 1%
Cc1ccc(NC(=O)COC(=O)c2ccc(-n3cccn3)cc2)cc1C | 0.5% | 0.6%[50 µM] | -3%
CCNC(=O)c1ccc(NC(=O)CC2SC(N3CCCCC3)=NC2=O)cc1 (centres undefined) | 0.2% | 1.0%[50 µM] | -7%
CN(c1ccccc1)S(=O)(=O)c1ccc(C(=O)NCc2ccccc2F)cc1 | 1.3% | 0.0%[50 µM] | -7%
CCCCn1c(N)c(N(CC(C)C)C(=O)c2c(-c3ccccc3)noc2C)c(=O)[nH]c1=O | 0.5% | 0.3%[50 µM] | -12%
Cc1cc(NC(=O)CSCC(=O)Nc2cc(C(F)(F)F)ccc2N2CCOCC2)no1 | 0.4% | 0.1%[50 µM] | 1%
O=C(Cn1nc(C(=O)O)c2ccccc2c1=O)Nc1cccc(S(=O)(=O)N2CCOCC2)c1 | 0.6% | 2.8% | -3%
O=C(NCC(c1ccco1)N1CCCC1)c1ccc(S(=O)(=O)Nc2ccccc2Cl)cc1 (centres undefined) | 0.6% | 0.9%[50 µM] | -5%

Other results:
SMILES | RSV CPE inhibition | UTI89 phage lysis | Dengue-2 NS5 capping
Cc1cc(C)cc(NC(=O)CN(C)CC(=O)N(CC(C)C)c2c(N)n(CC(C)C)c(=O)[nH]c2=O)c1 | -0.3% | 0.6%[50 µM] | 1%
CC(=O)c1ccc(OCC(=O)OC(C)C(=O)NC2CCCCC2)cc1 (centres undefined) | 0.1% | -0.1%[50 µM] | -4%
CN(CC(=O)Nc1ccc(Cl)cc1)C(=O)c1ccc(N2CCCC2=O)cc1 | -0.4% | 1.5%[50 µM] | 0%
Cc1ccccc1OCC(=O)OCC(=O)NCc1ccccc1 | 0.6% | 0.2% | 1%
COC(=O)c1c(C)[nH]c(C(=O)COc2ccc3ccc(=O)oc3c2)c1C | 0.2% | 0.9%[50 µM] | 0%
Cc1ccc(S(=O)(=O)CCC(=O)Nc2cccc(S(=O)(=O)N3CCCCCC3)c2)cc1 | 3.1% | 0.4%[50 µM] | -4%
COC(=O)[C@]1(C)CCC[C@@]2(C)C3CC[C@@]4(C)C[C@]3(CCC21)CC4=NO (some centres undefined) | 0.3% | 4.7% | 2%
